Screening data from PubChem BioAssay.
aDG glyco up: increases alpha dystroglycan glycosylation | Pro5-aDG cells, alpha-DG glycosylation AlphaScreen (IIH6); 0% Pro5, 100% B10-LARGE cell signal | activation, % at 10 µM | 360,000 compounds, 0.22% hits | AID 624168;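 active = activation of at least 8% versus controls, or a plate z-score of at least 8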;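 note: Pro5 are CHO cells carrying HIG-tagged alpha-DG that lacks glycosylation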
ABHD5 PLIN5 PPI: inhibitors of human ABHD5-perilipin-5 interaction; Q00G26+Q8WTS1; Split G. princeps luciferase complementation, luminescence, 4 h; inhibition, % at 4 µM; 360,000 compounds, 0.78% hits; AID 602281;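 active = inhibition above the mean inhibition across every tested compound plus 3 SD, cut at about 22% in these data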;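 note: 0% = DMSO only wells and the 100% control is not disclosed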
Target sequence (Q00G26 whole entry, looked up): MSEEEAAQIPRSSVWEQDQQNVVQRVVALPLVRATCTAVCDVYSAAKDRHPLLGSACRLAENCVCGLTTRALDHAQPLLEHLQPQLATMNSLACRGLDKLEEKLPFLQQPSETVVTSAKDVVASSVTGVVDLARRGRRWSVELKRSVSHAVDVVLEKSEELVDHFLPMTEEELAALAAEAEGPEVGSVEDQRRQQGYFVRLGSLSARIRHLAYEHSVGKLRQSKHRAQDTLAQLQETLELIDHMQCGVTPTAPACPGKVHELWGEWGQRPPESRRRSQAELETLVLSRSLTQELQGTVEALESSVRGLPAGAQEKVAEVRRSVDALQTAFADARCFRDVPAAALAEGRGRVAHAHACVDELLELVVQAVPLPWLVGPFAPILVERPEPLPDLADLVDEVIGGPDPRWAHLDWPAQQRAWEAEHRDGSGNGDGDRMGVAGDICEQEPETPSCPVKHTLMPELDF
Target sequence (Q8WTS1 whole entry, looked up): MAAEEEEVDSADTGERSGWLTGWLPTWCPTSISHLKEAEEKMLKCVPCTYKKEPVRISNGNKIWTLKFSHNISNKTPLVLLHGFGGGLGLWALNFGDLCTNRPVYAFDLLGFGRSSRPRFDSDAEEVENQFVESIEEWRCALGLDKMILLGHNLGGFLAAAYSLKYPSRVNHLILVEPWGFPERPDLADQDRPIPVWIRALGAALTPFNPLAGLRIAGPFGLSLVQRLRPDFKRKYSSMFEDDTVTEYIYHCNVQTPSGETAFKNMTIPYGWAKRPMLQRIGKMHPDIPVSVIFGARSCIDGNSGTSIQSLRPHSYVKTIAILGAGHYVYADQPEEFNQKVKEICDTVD
Granule exo inh: lytic granule exocytosis inhibition. TALL-104 LAMP-1 surface exposure, flow cytometry; cells stimulated with thapsigargin and PMA. inhibition, % at 10 µM. 360,000 compounds, 0.66% hits;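 active = inhibition above about 55%, limit read from the data; inconclusive = no clear call, values can overlap the other calls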
MC4R ag barr: human MC4R agonism via beta-arrestin; P32245; U2OS MC4R beta-arrestin complementation, luminescence; percent of melanotan II response, DMSO zero; activation, % at 8.9 µM; 360,000 compounds, 0.98% hits; AID 540308;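 active = activation above a per-plate cutoff, the mean activation of sample wells on that plate plus 3 SD, cut at about 8% in these data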
ABCB6 inh 2: inhibitors of human ABC transporter ABCB6. 360,000 compounds, 0.19% hits. K562-ABCB6 porphyrin accumulation, flow cytometry, 1 h; hits give low values. fluorescence ratio to DMSO, % at 10 µM;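 active = fluorescence ratio to DMSO below 75%, the collection mean minus 3 SD; inconclusive = too few cells collected in the well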;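 note: signal is porphyrin accumulated inside mitochondria; 100% equals median channel fluorescence of DMSO control wells; lower ratio means ABCB6 inhibition with less porphyrin fluorescence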
MC4R antag cAMP: antagonists of human melanocortin 4 receptor (MC4R); AID 540295; 360,000 compounds, 0.48% hits; inhibition, % at 6.5 µM; P32245; MC4R-expressing cells, MTII-stimulated cAMP, LANCE TR-FRET;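 active = inhibition above its plate's cutoff, the mean of tested wells on that plate plus 3 SD, cut at about 29% in these data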;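 note: 0% = Melanotan II alone and 100% = Melanotan II plus saturating MCL0020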
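Assay system: U2OS-MC4R stable cell line; Also added: Melanotan II; Technique: Eu-cAMP/anti-cAMP TR-FRET, emission 671 nm; Times: 30-min compound, 1-h challenge, 1-h detection, room temperature.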
H9c2 protect: modulators protecting cardiomyocytes from myocardial damage; H9c2 cardiomyocytes, H2O2 injury protection, ATPLite, 2 h; protection from H2O2 cell death, % at 20 µM; 360,000 compounds, 0.63% hits; AID 588492;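 active = compounds giving at least 50% protection of heart cells from peroxide-induced death in the single-dose screen, raw or plate-pattern-corrected value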;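 note: 0% = DMSO wells with peroxide and 100% = DMSO wells without peroxide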
HTR2A ag: mouse HTR2A agonism via beta-arrestin recruitment | 360,000 compounds, 0.66% hits | CHO-K1 mHTR2A beta-arrestin complementation, luminescence; percent of 30 µM serotonin response | P35363 | activation, % at 7.6 µM | AID 624169;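 active = activation above a run cutoff, the mean activation of all tested compounds plus 3 SD, cut at about 14% in these data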;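 note: 0% = plate median of compound wells and 100% = 30 µM serotonin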
N-glyco inh: blocks N-linked glycosylation in D54 reporter cells. AID 588692. reporter increase, % at 12.5 µM. D54 ERlucT glycosylation luciferase reporter, 24 h; percent of 100 nM tunicamycin response. 360,000 compounds, 0.23% hits;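 active = mean luciferase reporter signal, scaled so untreated is 0 and the glycosylation-blocking control 100, at or above a set limit in every replicate; inconclusive = mean reaches the limit but not every replicate does; inactive = mean below the limit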;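 note: luciferase carries N-glycosylation sites so blocking glycosylation raises the light; 0% = median of neutral control wells and 100% = median of 100 nM tunicamycin wells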
hiPSC survival: increases survival of single human iPS cells | hiPSC single-cell survival, ATPlite luminescence; 100% = ROCK inhibitor wells, 0% = DMSO | survival enhancement, % at 20 µM | 360,000 compounds, 0.044% hits | AID 602274; in the data active = survival enhancement above about 18%;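 note: cells exposed to compounds for 16 hours before the ATP read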
An asterisk follows results filed as active; ? = inconclusive; & = joins results of further samples.

SMILES	aDG glyco up	ABHD5 PLIN5 PPI	Granule exo inh	MC4R ag barr	ABCB6 inh 2	MC4R antag cAMP	H9c2 protect	HTR2A ag	N-glyco inh	hiPSC survival
COc1ccc(C(=O)NNC(=O)CCC(=O)NNC(=O)c2ccc(OC)cc2)cc1	0.2	-2	11	0.1	99	8	-2	1	2	0.5
CCOC(=O)C(=Cc1ccc(-c2ccsc2C(=O)OC)o1)C(=O)OCC	-0.2	0	0	1.4	102	-2	7	3	?	3.8
COC(=O)C1(CC2CC(c3ccc(Cl)cc3)=NO2)CCN(C(=O)OC(C)(C)C)CC1 (stereo not drawn)	1.8	12	6	0.7	100	4	-13	-7	3	-0.6
Cn1c(SCC(=O)NC(=O)NCc2ccccc2)nnc1C(F)(F)F	1.5	-2	-1	-4.2	94	8	-9	3	-1	-0.4
CCCCNC(=O)c1ccc(NC(C)=O)c(Cl)c1	-0.5	-2	-2	-2.8	103	-2	7	-3	0	-2.1
COc1cccc(C(=O)N2CCC(O)(c3cccnc3)CC2)c1	1.1	3	-1	1.6	98	-1	2	-2	1	0.9
Cc1cc(N2CCCC2)ccc1NC(=O)CN1C(=O)NC(C)(c2ccccc2)C1=O (stereo not drawn)	-0.1	3	-1	-1.9	96	2	0	8	-1	1.4
CCCCOn1c(C)c(C(=O)OCC)c2c3nonc3ccc21	0.4	-11	87*	-0.9	96	3	-8	1	-1	-2.1
O=C(/C=C/c1ccc(Cl)cc1Cl)NCCSCc1ccccc1	0.2	-8	-4	-0.1	101	2	-12	-6	-1	-2.7
CCCCCn1c(=O)[nH]c2cc(C(=O)NCCCN3CCCCC3C)ccc2c1=O (stereo not drawn)	0.0	-4	-1	-0.2	99	0	7	-5	-1	-0.6
CCOc1ncccc1C(=O)OCC(=O)Nc1ccc(S(=O)(=O)N2CCCC2)cc1	-0.2	-10	-2	-1.4	101	7	-3	5	2	-2.9
COc1ccccc1NC(=O)COC(=O)c1cnc(C)cn1	-0.3	1	1	4.5	99	15	2	4	1	-1.2
O=S(=O)(NC1=NCCCCCC1)c1cccs1	-0.1	-4	14	-1.0	98	11	1	7	0	0.9
O=C(Nc1ccc(-n2cnnn2)cc1)c1cn2ccccc2n1	0.0	-4	0	-3.7	95	6	-12	-1	-2	-0.7
COCCN1CCC(CO)C1 (stereo not drawn)	0.1	-6	-3	0.0	87	0	3	-1	0	2.8
COC(=O)c1ccc(COc2cccnc2[N+](=O)[O-])cc1	0.0	1	-6	-0.9	95	-12	-8	2	3	2.2
Cc1nn(CCCC(=O)Nc2cnn(Cc3ccc(F)cc3)c2)c(C)c1[N+](=O)[O-]	0.3	7	-2	0.8	90	-2	-2	5	0	-0.7
Cc1c(C(=O)NCc2ccccn2)sc2nc(-c3ccc(F)cc3)cn12	1.3	6	-3	-0.2	94	-1	8	-7	0	-0.9
COCCC(=O)N1CCCC(C(=O)c2ccc(C(F)(F)F)cc2)C1 (stereo not drawn)	-0.1	-2	-7	1.1	96	19	-8	3	0	0.0
COc1ccccc1-c1nc(-c2ccc(C)nc2OC)no1	2.6	-2	-4	5.3	95	1	-4	0	-1	-1.8
C/C(=N\O)C(=O)NCCCn1ccnc1	0.1	2	1	-3.2	105	8	4	-2	0	-1.3
CCOc1ccc2nc(Cl)c(/C=C/C(=O)c3ccco3)cc2c1	0.5	34*	9	-1.9	97	24	11	3	10	-1.2
COCCNC(=S)NC12CC3CC(CC(C3)C1)C2	0.3	-6	2	-2.4	91	7	4	-2	2	3.5
Cc1ccccc1C1c2[nH]c3ccccc3c2C[C@H]2C(=O)N(c3ccccc3C(=O)NCCN3CCOCC3)C(=O)N12 (stereo partly drawn)	0.0	10	5	0.4	107	4	29	-1	-1	-2.8
Cc1ccc(NC(=O)Cn2cc(C(=O)C3CC3)c3ccccc32)cc1	0.2	-2	-8	-1.5	98	9	-2	9	0	-0.5
O=C(c1ccc2c(c1)OCO2)N(Cc1cccs1)C1(C(=O)NC2CCCCC2)CCCCC1	7.4*	1	2	1.5	98	21	13	5	-10	3.5
CN(C)c1cc[n+](CC[n+]2ccc(N(C)C)cc2)cc1	0.4	1	-5	-0.8	100	-5	3	7	2	-2.5
Cc1cccc(-c2c(O)cc(=O)[nH]c2Cl)c1	-0.2	-3	1	-2.1	101	-1	-1	-1	3	1.4
COCCNC(=O)c1cc(Br)ccc1Cl	-0.1	-1	1	0.3	100	24	0	2	3	6.9
O=C(Cn1cnc2ccccc21)N/N=C/c1ccccc1	3.1	2	-1	-0.8	100	3	3	-3	3	-0.3
COc1ccc2[nH]c(C)c(CCN3C(=O)C4CC=CCC4C3=O)c2c1 (stereo not drawn)	-0.1	-4	-3	-1.3	98	-3	17	6	-7	-0.7
Cc1ccccc1-n1ncc2c1CC(C)(C)CC2NC(=O)C1=CC(=O)CC(C)(C)O1 (stereo not drawn)	-0.1	0	-1	-0.8	106	-5	1	32*	-2	-0.5
COc1ccc(C(=O)NCC(=O)OCC(=O)N2CCc3ccccc32)cc1	-0.1	2	-3	-3.2	101	7	3	0	2	-1.7
CCc1ccc(S(=O)(=O)Nc2cc3c(cc2N2CCOCC2)n(C)c(=O)c(=O)n3C)cc1	-0.2	-5	-1	-1.9	85	3	3	-1	4	0.1
COc1ccc2c(C)cc(N3CCCCCC3)nc2c1	1.6	-7	-4	-1.0	99	2	-15	-6	2	0.2
COc1cc(SC)ccc1C(=O)Nc1nccs1	-0.3	-1	-3	-0.1	104	-5	-22	3	-16	-2.4
c1ccc2c(c1)nc1sccn12	-0.2	5	-3	-0.8	93	8	0	-2	3	-0.6
CNC(=O)/C(=C/c1ccc2c(c1)OCO2)NC(=O)c1ccc(Br)cc1	0.0	3	-2	-0.3	89	3	-1	0	2	-0.5
NCCCCCc1nnc(SCC(=O)c2ccc(Cl)cc2)o1	0.0	-1	3	0.3	85	4	12	-3	1	-0.2
COc1ccc(-c2nnc3c4ccccc4c(C)nn23)cc1S(=O)(=O)N1CCN(CCO)CC1	-0.1	6	-8	-2.9	102	-6	16	-2	-3	1.9
Cc1ccc(NCN2C(=O)C3CC=C(Cl)CC3C2=O)cc1 (stereo not drawn)	-0.1	-5	-2	-2.4	103	1	-18	0	3	-1.0
S=C(Nc1ccc2nc(-c3ccccn3)c(-c3ccccn3)nc2c1)N1CCCCCC1	-0.5	1	-4	-0.4	96	1	1	4	-2	2.8
COc1ccc(/C=C(/NC(=O)c2cccs2)C(=O)NCc2ccco2)cc1OC	0.3	-2	-6	-3.2	101	9	0	-3	2	0.5
COc1cccc(N2CC(C(=O)Nc3ccc(C(=O)OC(C)C)cc3)CC2=O)c1 (stereo not drawn)	-0.1	0	23	0.9	90	2	3	-8	-3	-2.0
CCCN(CC(=O)Nc1cccc(S(N)(=O)=O)c1)CC(=O)Nc1ccc(F)c(F)c1F	0.0	14	-2	0.1	92	3	2	5	-1	0.0
CCOc1ccc(C(=O)Nc2nnc(NC(=S)Nc3ccccc3)s2)cc1	1.4	-2	1	-1.1	98	5	-26	-4	-4	-0.9
Cc1ccn2cc(-c3cccc([N+](=O)[O-])c3)nc2c1	-0.1	7	0	2.2	93	1	-8	6	-18	-0.7
[N-]=[N+]=CC(=O)CCCN1C(=O)c2ccccc2C1=O	0.0	-5	-2	1.9	88	9	11	3	-1	-1.6
CCC(=O)NC(Nc1cccc(C)n1)(C(F)(F)F)C(F)(F)F	0.0	5	1	-0.2	100	-3	0	6	3	-2.9
O=S(=O)(c1ccc(OCC(O)CNC23CC4CC(CC(C4)C2)C3)c(Cl)c1)N1CCOCC1 (stereo not drawn)	1.5	11	2	-0.2	101	-5	5	-7	-3	-0.4
Cc1c(-c2ccccc2)oc2c(C(=O)OCC(=O)Nc3cccc(F)c3)cccc2c1=O	-0.1	1	1	-0.3	89	12	26	1	0	2.3
Cc1cccc(C(=O)Nc2ccc(N3CCN(C(=O)c4ccco4)CC3)cc2)c1	0.3	7	-9	1.1	91	5	4	-1	-5	-0.1
COc1ccc(N=C2SCC(=O)N2c2ccc(OC)cc2)cc1	-0.2	12	-3	1.2	100	4	-3	-1	3	-1.5
COc1ccc(NC(=O)/C(=C\c2ccncc2)NC(=O)c2ccccc2)cc1	-0.5	-7	-5	-1.2	99	3	9	-2	1	-0.1
CCN(C(=O)CSc1nc(N)cc(=O)[nH]1)c1c(N)n(Cc2ccccc2)c(=O)[nH]c1=O	-0.3	0	-5	-0.9	84	8	1	2	1	0.0
COc1ccc(OC)c(NS(=O)(=O)c2ccc3c(c2)C(C)(C)C(=O)N3C)c1	0.4	-5	-5	-0.1	108	1	3	-5	5	2.0
COc1cc(C(=O)N(C)CC2CCN(CCc3cccc(C(F)(F)F)c3)CC2)ccc1C	0.5	0	50	0.6	101	1	-8	-12	3	-0.6
O=C(CSc1nnc(Cn2c(=O)sc3ccccc32)n1-c1ccccc1)N1CCOCC1	0.0	-5	3	-0.2	100	6	9	1	1	-0.4
CC(=O)c1sc(NCc2ccc(C)cc2)nc1C	0.0	1	-7	-2.3	96	-1	-3	-2	1	0.0
Cn1c(=O)n(CC(=O)O)c(=O)c2c1nc1n2CCS1	-0.3&-0.2	0&-1	5&14	-1.0&-3.4	94&97	8&-2	8&4	-5&2	2&2	0.1&-0.7

(cont.)
SMILES	aDG glyco up	ABHD5 PLIN5 PPI	Granule exo inh	MC4R ag barr	ABCB6 inh 2	MC4R antag cAMP	H9c2 protect	HTR2A ag	N-glyco inh	hiPSC survival
O=C(Cn1[nH]c(=O)c2ccccc2c1=O)OCC(=O)N(Cc1ccccc1)Cc1ccccc1	-0.3	-1	2	-1.9	95	12	106*	-5	1	2.3
CCOC(=O)c1c(NC(=O)C2CCN(S(=O)(=O)c3cccs3)CC2)sc(C)c1C	-0.2	-1	0	-0.9	95	12	-13	1	0	0.4
CC(C)Cn1cnc2c1c(=O)n(CC(=O)NN)c(=O)n2Cc1ccccc1	0.0	-9	-10	-0.7	97	10	-2	-2	1	-0.4
COc1ccc(C(O)c2ncc(-c3cccc4ccccc34)[nH]2)cc1F (stereo not drawn)	-0.2	2	-3	1.2	92	-4	-1	-3	3	0.5
CC1S/C(=N/N=C/c2ccco2)N(Cc2ccc(F)cc2)C1=O (stereo not drawn)	-0.2	-2	-4	-0.3	98	15	4	-2	-6	-0.7
Cc1ccc(NS(=O)(=O)c2ccc(C(=O)OCC(=O)Nc3cc(C)on3)cc2)cc1	-0.2	1	-2	-1.4	97	11	-17	5	1	-1.0

Profiles, quoted from the list. Order of screens: aDG glyco up | ABHD5 PLIN5 PPI | Granule exo inh | MC4R ag barr | ABCB6 inh 2 | MC4R antag cAMP | H9c2 protect | HTR2A ag | N-glyco inh | hiPSC survival
Shown for `O=S(=O)(c1ccc(OCC(O)CNC23CC4CC(CC(C4)C2)C3)c(Cl)c1)N1CCOCC1` (stereo not drawn) = 1.5 | 11 | 2 | -0.2 | 101 | -5 | 5 | -7 | -3 | -0.4
Shown for `Cc1cc(N2CCCC2)ccc1NC(=O)CN1C(=O)NC(C)(c2ccccc2)C1=O` (stereo not drawn) = -0.1 | 3 | -1 | -1.9 | 96 | 2 | 0 | 8 | -1 | 1.4
